KLF5 inh – inhibitors of KLF5 expression | inhibition, % at 5 µM | DLD-1 KLF5 promoter-luciferase reporter, luminescence | 0.23% of 290,000 active;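 active = inhibition above a per-plate limit of that plate's mean compound inhibition plus 3 SD, cut at about 60% in these data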;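 note: 0% = DMSO wells and 100% = LY294002 at 200 µM; higher means less KLF5 promoter-driven luciferase light; inactives centre near -14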
HSF1 activator – increases HSF-1 driven luciferase reporter signal. NIH3T3-HGL HSF-1 luciferase reporter, MG132, 8 h; 100% = twice DMSO control signal. 1.7% of 300,000 active. activation, % at 9 µM;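 active = mean replicate activation of at least 50% with a set share of replicates each reaching 50%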;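 note: 0% = median of the neutral control wells and 100% = twice that signal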
HSF1 inhib – HSF1 inhibition. 0.77% of 300,000 active. NIH3T3-HGL HSE-luciferase, MG132-induced, luminescence 8 h; active compounds read low. activity change, negative = inhibition, % at 7.5 µM (by protocol);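 active = more than half of replicate wells show activity change below -50%, luminescence cut by over half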;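 note: luciferase reports HSF-1 transcriptional activity via heat shock element; 0% = median of DMSO wells and -100% = zero luminescence signal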
HSP90 inh – HSP90 refolding inhibition in rabbit reticulocyte lysate; AID 1789; inhibition, % at 5.6 µM; 0.91% of 290,000 active; luciferase refolding luminescence, 3 h;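 active = inhibition above the screen-wide mean plus 3 SD, computed separately per campaign, cut at about 16% in these data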;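 note: 0% = DMSO wells and 100% = 60 µM geldanamycin wells; inhibitors lower the luminescence because luciferase stays unfolded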
aSyn 5UTR inh – MLPCN primary screen, SNCA 5' untranslated region. alpha-synuclein 5'UTR reporter, inhibitor activity. inhibition, % (tested at 7.5 µM). 0.82% of 300,000 active. AID 1813; in the data active = inhibition above about 60%;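 note: H4 neuroglioblastoma cells stably carrying SNCA 5'UTR luciferase fusion; 0% = DMSO wells and 100% = positive control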
HIF act – HIF pathway transcriptional activation. U2OS HRE-luciferase reporter, luminescence; normalized: DMSO 0%, desferrioxamine 100%. activation, % at 7.5 µM (by protocol). 0.32% of 300,000 active;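 active = mean activation of at least 10% of the iron chelator positive control signal, with at least half of replicates also reaching 10%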
Platelet DG rel – modulates dense granule release in human platelets; 0.22% of 300,000 active; inhibition, %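 (compounds screened at 7.5 µM in platelet-rich plasma)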; AID 1663; human platelet-rich plasma, SFLLRN dense granule ATP release, luminescence;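 active = mean replicate score, as percent of positive control, at or above 50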
HDAC3 inhib – inhibitors of human histone deacetylase 3. inhibition, % at 8.3 µM. recombinant HDAC3, fluorogenic peptide/trypsin coupled, fluorescence. 0.15% of 320,000 active; in the data active = inhibition above about 26%, passing the limit was not always enough
Target sequence (O15379 whole entry, looked up): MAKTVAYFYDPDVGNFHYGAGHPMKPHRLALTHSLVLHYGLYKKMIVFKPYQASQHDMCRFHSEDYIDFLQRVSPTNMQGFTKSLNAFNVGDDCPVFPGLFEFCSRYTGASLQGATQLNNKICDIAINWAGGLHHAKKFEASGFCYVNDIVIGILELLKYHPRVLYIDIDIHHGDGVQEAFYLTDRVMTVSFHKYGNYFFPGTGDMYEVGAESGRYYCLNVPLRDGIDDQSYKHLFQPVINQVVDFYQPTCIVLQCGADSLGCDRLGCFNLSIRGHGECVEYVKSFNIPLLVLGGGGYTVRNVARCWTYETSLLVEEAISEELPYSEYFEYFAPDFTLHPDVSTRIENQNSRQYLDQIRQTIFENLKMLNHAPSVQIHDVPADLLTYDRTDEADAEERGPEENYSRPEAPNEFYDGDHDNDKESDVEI
AI-2 QS modul – modulators of Vibrio harveyi AI-2 quorum sensing system. Vibrio harveyi JMH597 AI-2 luminescence/OD600 ratio, 9 h; active compounds read low; strain lacks LuxN and CqsS sensors; 0 = neutral-control median. AID 2094. activity change, % at 7.5 µM. 0.4% of 300,000 active; in the data active = activity change below about -75%, passing the limit was not always enough;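 note: luminescence divided by OD600 gain over 9 h not by final OD600 alone; inactives centre near 13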
IEC-6 cytotox – counter-screen for KLF5 inhibitors: cytotoxicity in IEC-6 cells | IEC-6 cytotoxicity, luminescence viability | inhibition, % at 5 µM | 0.78% of 290,000 active | AID 1825; in the data active = inhibition above about 22%;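 note: 0% = plate median of test compound wells and 100% = cytotoxic reference compound wells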
* hit, by the source's call.

What do the screens show for `COc1ccc(C2CC(c3cccs3)=NN2C(=O)c2ccccc2)cc1OC` (stereo unspecified)?
KLF5 inh: -18; HSF1 activator: 8; HSF1 inhib: 0; HSP90 inh: 2; aSyn 5UTR inh: 8; HIF act: -2.1; Platelet DG rel: -3; HDAC3 inhib: 14; AI-2 QS modul: 8; IEC-6 cytotox: -6

What do the screens show for `Cc1nc(Cl)c2c(n1)NC1=C(O2)C(=O)CCC1`?
KLF5 inh: -9; HSF1 activator: 16; HSF1 inhib: 1; HSP90 inh: -2; aSyn 5UTR inh: 1; HIF act: -0.3; Platelet DG rel: -2; HDAC3 inhib: 1; AI-2 QS modul: 3; IEC-6 cytotox: 0

Results for CCOc1ccc(Nc2cc(C)nc3c(C)cccc23)cc1 ?
KLF5 inh: -8; HSF1 activator: -5; HSF1 inhib: 2; HSP90 inh: 0; aSyn 5UTR inh: -1; HIF act: -0.3; Platelet DG rel: -2; HDAC3 inhib: -1; AI-2 QS modul: 6; IEC-6 cytotox: -5

How did CCCCn1c(=N)c(S(=O)(=O)c2ccc(Br)cc2)cc2c(=O)n3cccc(C)c3nc21 do in these assays?
KLF5 inh: -2; HSF1 activator: 16; HSF1 inhib: 4; HSP90 inh: -5; aSyn 5UTR inh: -39; HIF act: 2.2; Platelet DG rel: 5; HDAC3 inhib: 6; AI-2 QS modul: 36; IEC-6 cytotox: -1

What do the screens show for `CC(=O)Oc1cccc(C(=O)Nc2c[nH]c(=O)[nH]c2=O)c1`?
KLF5 inh: -16; HSF1 activator: -9; HSF1 inhib: -5; HSP90 inh: -4; aSyn 5UTR inh: -6; HIF act: 0.0; Platelet DG rel: -6; HDAC3 inhib: -14; AI-2 QS modul: 6; IEC-6 cytotox: -5

What do the screens show for `CS(=O)(=O)c1ccc(Cl)c(NC(=O)Cc2ccccc2F)c1`?
KLF5 inh: -27; HSF1 activator: -13; HSF1 inhib: -4; HSP90 inh: -1; aSyn 5UTR inh: 24; HIF act: -0.3; Platelet DG rel: 0; HDAC3 inhib: 7; AI-2 QS modul: 21; IEC-6 cytotox: -2

How did COCCNC(=S)Nc1ccc2nc(N3CCCC3)cc(C)c2c1 do in these assays?
KLF5 inh: -24; HSF1 activator: 11; HSF1 inhib: 7; HSP90 inh: 0; aSyn 5UTR inh: -42; HIF act: 0.1; Platelet DG rel: -4; HDAC3 inhib: 2; AI-2 QS modul: 10; IEC-6 cytotox: 5

What do the screens show for `CCS(=O)(=O)C1=NN2C(=N)/C(=C\c3ccc(OC(=O)c4ccco4)c(Br)c3)C(=O)N=C2S1`?
KLF5 inh: 1; HSF1 activator: -7; HSF1 inhib: -2; HSP90 inh: -8; aSyn 5UTR inh: 11; HIF act: 0.4; Platelet DG rel: -8; HDAC3 inhib: 39*; AI-2 QS modul: 18; IEC-6 cytotox: -6

What do the screens show for `COc1ccc(CNc2ccc(Cl)cc2)cc1Cn1ccnc1`?
KLF5 inh: 2; HSF1 activator: 10; HSF1 inhib: -1; HSP90 inh: 5; aSyn 5UTR inh: 1; HIF act: 0.6; Platelet DG rel: -1; HDAC3 inhib: 3; AI-2 QS modul: 3; IEC-6 cytotox: 7

What do the screens show for `CCN(CC(=O)Nc1c(F)cccc1F)C(=O)C1(c2ccccc2)CC1`?
KLF5 inh: -35; HSF1 activator: -8; HSF1 inhib: -8; HSP90 inh: -3; aSyn 5UTR inh: 21; HIF act: 0.7; Platelet DG rel: 12; HDAC3 inhib: 6; AI-2 QS modul: 21; IEC-6 cytotox: -1

Results for Cc1cccc(C2C3=C(CCCC3=O)N=C3c4ccccc4C(=O)C32)c1 (stereo unspecified) ?
KLF5 inh: -6; HSF1 activator: 78*; HSF1 inhib: 41; HSP90 inh: -1; aSyn 5UTR inh: 7; HIF act: 0.0; Platelet DG rel: 15; HDAC3 inhib: 0; AI-2 QS modul: 35; IEC-6 cytotox: 2

Results for Cn1c(N)c(-c2nc3cccnc3n2C)sc1=S ?
KLF5 inh: 6; HSF1 activator: 21; HSF1 inhib: 1; HSP90 inh: 4; aSyn 5UTR inh: -95; HIF act: 2.4; Platelet DG rel: 11; HDAC3 inhib: -3; AI-2 QS modul: 25; IEC-6 cytotox: -12

How did CC12CCC(C(=O)N3CCN(C(c4ccccc4)c4ccccc4)CC3)(OC1=O)C2(C)C (stereo unspecified) do in these assays?
KLF5 inh: -12; HSF1 activator: 17; HSF1 inhib: 11; HSP90 inh: 8; aSyn 5UTR inh: -1; HIF act: 0.1; Platelet DG rel: -2; HDAC3 inhib: 0; AI-2 QS modul: 15; IEC-6 cytotox: 5

What do the screens show for `CCOc1cc(N2CCOCC2)c(OCC)cc1NC(=O)COc1ccc2ccc(=O)oc2c1`?
KLF5 inh: 5; HSF1 activator: -5; HSF1 inhib: -12; HSP90 inh: -2; aSyn 5UTR inh: 24; HIF act: 0.0; Platelet DG rel: -5; HDAC3 inhib: 6; AI-2 QS modul: 20; IEC-6 cytotox: 1

What do the screens show for `Cc1ccc(O)c(CNc2cccc3cccnc23)c1`?
KLF5 inh: 8; HSF1 activator: 15; HSF1 inhib: 10; HSP90 inh: 1; aSyn 5UTR inh: -12; HIF act: -0.6; Platelet DG rel: 3; AI-2 QS modul: 22; IEC-6 cytotox: 2

Some of these compounds in order of count of non-hydrogen atoms, ascending:
What do the screens show for `Cc1ccc(O)c(CNc2cccc3cccnc23)c1`?
KLF5 inh: 8; HSF1 activator: 15; HSF1 inhib: 10; HSP90 inh: 1; aSyn 5UTR inh: -12; HIF act: -0.6; Platelet DG rel: 3; AI-2 QS modul: 22; IEC-6 cytotox: 2

What do the screens show for `CS(=O)(=O)c1ccc(Cl)c(NC(=O)Cc2ccccc2F)c1`?
KLF5 inh: -27; HSF1 activator: -13; HSF1 inhib: -4; HSP90 inh: -1; aSyn 5UTR inh: 24; HIF act: -0.3; Platelet DG rel: 0; HDAC3 inhib: 7; AI-2 QS modul: 21; IEC-6 cytotox: -2

What do the screens show for `COc1ccc(C2CC(c3cccs3)=NN2C(=O)c2ccccc2)cc1OC` (stereo unspecified)?
KLF5 inh: -18; HSF1 activator: 8; HSF1 inhib: 0; HSP90 inh: 2; aSyn 5UTR inh: 8; HIF act: -2.1; Platelet DG rel: -3; HDAC3 inhib: 14; AI-2 QS modul: 8; IEC-6 cytotox: -6

What do the screens show for `CCS(=O)(=O)C1=NN2C(=N)/C(=C\c3ccc(OC(=O)c4ccco4)c(Br)c3)C(=O)N=C2S1`?
KLF5 inh: 1; HSF1 activator: -7; HSF1 inhib: -2; HSP90 inh: -8; aSyn 5UTR inh: 11; HIF act: 0.4; Platelet DG rel: -8; HDAC3 inhib: 39*; AI-2 QS modul: 18; IEC-6 cytotox: -6

More structures
What do the screens show for `CCOC(=O)NS(=O)(=O)c1ccc(CCNC(=O)c2cc(C)on2)cc1`?
KLF5 inh: -1; HSF1 activator: 5; HSF1 inhib: -4; HSP90 inh: -11; aSyn 5UTR inh: -8; HIF act: -3.3; Platelet DG rel: 19; HDAC3 inhib: 1; AI-2 QS modul: 14; IEC-6 cytotox: -8

What do the screens show for `COc1ccccc1NC(=O)CCSc1nc(C)cc(C)n1`?
KLF5 inh: -9; HSF1 activator: 0; HSF1 inhib: 3; HSP90 inh: 2; aSyn 5UTR inh: -17; HIF act: 0.3; Platelet DG rel: 1; HDAC3 inhib: 1; AI-2 QS modul: -5; IEC-6 cytotox: 6

How did COc1ccccc1N1CCN(C(=O)c2cc(-c3ccc(F)cc3)[nH]c2C)CC1 do in these assays?
KLF5 inh: -32; HSF1 activator: 23; HSF1 inhib: 8; HSP90 inh: 5; aSyn 5UTR inh: 21; HIF act: 0.9; Platelet DG rel: 2; HDAC3 inhib: 7; AI-2 QS modul: -2; IEC-6 cytotox: 13

What do the screens show for `O=C(COc1cccnc1[N+](=O)[O-])Nc1cccc(S(=O)(=O)N2CCOCC2)c1`?
KLF5 inh: -33; HSF1 activator: -13; HSF1 inhib: -5; HSP90 inh: 1; aSyn 5UTR inh: -1; HIF act: -1.0; Platelet DG rel: -7; HDAC3 inhib: -9; AI-2 QS modul: 6; IEC-6 cytotox: 6

How did CC(=O)c1ccc(S(=O)(=O)N2CCN(CC#N)CC2)cc1 do in these assays?
KLF5 inh: -7; HSF1 activator: -28; HSF1 inhib: -4; HSP90 inh: -1; aSyn 5UTR inh: 2; HIF act: 0.1; Platelet DG rel: -4; HDAC3 inhib: -5; AI-2 QS modul: 10; IEC-6 cytotox: -2

Results for COc1ccc(NC(=O)CSc2ccc3nnc(-c4ccccn4)n3n2)cc1 ?
KLF5 inh: -38; HSF1 activator: -13; HSF1 inhib: -1; HSP90 inh: 1; aSyn 5UTR inh: 1; HIF act: 0.1; Platelet DG rel: 0; HDAC3 inhib: -3; AI-2 QS modul: -2; IEC-6 cytotox: -4

Results for Cc1cccc(C)c1OCC(O)CN1CCN(c2ccccc2)CC1 (stereo unspecified) ?
KLF5 inh: 5; HSF1 activator: 1; HSF1 inhib: -6; HSP90 inh: -4; aSyn 5UTR inh: 8; HIF act: -0.6; Platelet DG rel: -1; HDAC3 inhib: 6; AI-2 QS modul: 5; IEC-6 cytotox: -2

How did O=C(C1CCN(c2ncnc3c2sc2cccc(F)c23)CC1)N1CCOCC1 do in these assays?
KLF5 inh: -6; HSF1 activator: 1; HSF1 inhib: 5; HSP90 inh: 0; aSyn 5UTR inh: 14; HIF act: 0.4; Platelet DG rel: 11; HDAC3 inhib: 2; AI-2 QS modul: 4; IEC-6 cytotox: 6

How did O=S(=O)(Nc1ccccn1)c1ccc(Cl)c2ccccc12 do in these assays?
KLF5 inh: -18; HSF1 activator: 28; HSF1 inhib: -1; HSP90 inh: 2; aSyn 5UTR inh: -7; HIF act: -0.2; Platelet DG rel: -5; HDAC3 inhib: -10; AI-2 QS modul: 3; IEC-6 cytotox: -3

What do the screens show for `CN(C(=O)c1ccccc1Cl)C1CCCCC1`?
KLF5 inh: -25; HSF1 activator: 1; HSF1 inhib: -3; HSP90 inh: 4; aSyn 5UTR inh: 17; HIF act: 0.1; Platelet DG rel: 3; HDAC3 inhib: -2; AI-2 QS modul: 9; IEC-6 cytotox: -7

How did CCOC(=O)C1=C(C)N=C2SC=C(C)N2C1c1ccc(OC)cc1 (stereo unspecified) do in these assays?
KLF5 inh: 0; HSF1 activator: 3; HSF1 inhib: 2; HSP90 inh: 2; aSyn 5UTR inh: 4; HIF act: 1.4; Platelet DG rel: 13; HDAC3 inhib: -4; AI-2 QS modul: 9; IEC-6 cytotox: 1

What do the screens show for `O=C(O)CCCNC(=O)CCCNC(=O)C(c1ccccc1)c1ccccc1`?
KLF5 inh: -27; HSF1 activator: -73; HSF1 inhib: -64*; HSP90 inh: 10; aSyn 5UTR inh: 15; HIF act: -0.2; Platelet DG rel: 4; HDAC3 inhib: -3; AI-2 QS modul: 11; IEC-6 cytotox: -9

Results for CCn1c(SCC(=O)N/N=C/c2c[nH]c3ccccc23)nnc1-c1ccc(C)cc1 ?
KLF5 inh: 5; HSF1 activator: -5; HSF1 inhib: 2; HSP90 inh: 2; aSyn 5UTR inh: -4; HIF act: 0.4; Platelet DG rel: -15; HDAC3 inhib: 4; AI-2 QS modul: 13; IEC-6 cytotox: -4

Already shown: 2 of the compounds above.
What do the screens show for `CCOC(=O)NS(=O)(=O)c1ccc(CCNC(=O)c2cc(C)on2)cc1`?
KLF5 inh: -1; HSF1 activator: 5; HSF1 inhib: -4; HSP90 inh: -11; aSyn 5UTR inh: -8; HIF act: -3.3; Platelet DG rel: 19; HDAC3 inhib: 1; AI-2 QS modul: 14; IEC-6 cytotox: -8

What do the screens show for `COc1ccccc1NC(=O)CCSc1nc(C)cc(C)n1`?
KLF5 inh: -9; HSF1 activator: 0; HSF1 inhib: 3; HSP90 inh: 2; aSyn 5UTR inh: -17; HIF act: 0.3; Platelet DG rel: 1; HDAC3 inhib: 1; AI-2 QS modul: -5; IEC-6 cytotox: 6

Assay outcomes from PubChem.

An unsorted share of the library, and some 5% of all compounds hit somewhere here.
